EBV LMP1 NFkB: Epstein-Barr LMP1 NF-kappaB reporter inhibition; LMP1-induced NF-kappaB luciferase reporter cells, luminescence; inhibition, % at 12.5 µM; hit rate 0.69% among 350,000; AID 504558; in the data active = inhibition above about 41%;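 also: 0% = neutral control wells and 100% = reference inhibitor control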
CF NFkB block: cystic fibrosis NF-kB activation inhibition. hit rate 0.86% among 360,000. KKLEB NF-kB-GFP reporter, PAF-induced, GFP fluorescence overnight. inhibition, % at 5 µM;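 active = at least 50% inhibition at 5 µM, scaled per plate between neutral and stimulator controls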;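 also: PAF is a Pseudomonas aeruginosa culture filtrate used as stimulus; plate controls were PAF-stimulated DMSO wells for no effect and unstimulated DMSO wells for full effect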
SRC2 inh: human SRC2 (NCOA2) inhibition; hit rate 0.17% among 370,000; Q15596; inhibition, % at 9 µM; HEK293 GAL4-SRC2 luciferase reporter, luminescence;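 active = inhibition above the mean inhibition of all tested compounds plus 3 SD, set per campaign, cut at about 52% in these data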;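 also: 0% = DMSO treated cells and 100% = cells given Gossypol at 36 µM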
LRH-1 inv ag: NR5A2 inverse agonism in reporter assay; inhibition, % at 3.6 µM; hit rate 0.13% among 360,000; AID 602396; HEK293T StAR-luciferase reporter, LRH-1 transfected, 24 h;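 active = inhibition above the mean inhibition of all tested compounds plus 3 SD, cut at about 73% in these data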;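 also: 0% = DMSO wells and 100% = reporter-only cells lacking LRH-1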
SRC3 inh: inhibits human SRC3 coactivator; Q9Y6Q9; HEK293 GAL4-SRC3 luciferase reporter, luminescence; inhibition, % at 3.6 µM; hit rate 0.17% among 360,000; AID 588352;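 active = inhibition above a per-campaign cutoff, the mean of all compounds plus 3 SD, cut at about 60% in these data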;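 also: 0% = DMSO-treated cells and 100% = gossypol-treated cells at 36 µM; higher means less SRC3-driven luciferase light from the GAL4 reporter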
Target sequence (Q9Y6Q9 whole entry, looked up, the tested form may be a part): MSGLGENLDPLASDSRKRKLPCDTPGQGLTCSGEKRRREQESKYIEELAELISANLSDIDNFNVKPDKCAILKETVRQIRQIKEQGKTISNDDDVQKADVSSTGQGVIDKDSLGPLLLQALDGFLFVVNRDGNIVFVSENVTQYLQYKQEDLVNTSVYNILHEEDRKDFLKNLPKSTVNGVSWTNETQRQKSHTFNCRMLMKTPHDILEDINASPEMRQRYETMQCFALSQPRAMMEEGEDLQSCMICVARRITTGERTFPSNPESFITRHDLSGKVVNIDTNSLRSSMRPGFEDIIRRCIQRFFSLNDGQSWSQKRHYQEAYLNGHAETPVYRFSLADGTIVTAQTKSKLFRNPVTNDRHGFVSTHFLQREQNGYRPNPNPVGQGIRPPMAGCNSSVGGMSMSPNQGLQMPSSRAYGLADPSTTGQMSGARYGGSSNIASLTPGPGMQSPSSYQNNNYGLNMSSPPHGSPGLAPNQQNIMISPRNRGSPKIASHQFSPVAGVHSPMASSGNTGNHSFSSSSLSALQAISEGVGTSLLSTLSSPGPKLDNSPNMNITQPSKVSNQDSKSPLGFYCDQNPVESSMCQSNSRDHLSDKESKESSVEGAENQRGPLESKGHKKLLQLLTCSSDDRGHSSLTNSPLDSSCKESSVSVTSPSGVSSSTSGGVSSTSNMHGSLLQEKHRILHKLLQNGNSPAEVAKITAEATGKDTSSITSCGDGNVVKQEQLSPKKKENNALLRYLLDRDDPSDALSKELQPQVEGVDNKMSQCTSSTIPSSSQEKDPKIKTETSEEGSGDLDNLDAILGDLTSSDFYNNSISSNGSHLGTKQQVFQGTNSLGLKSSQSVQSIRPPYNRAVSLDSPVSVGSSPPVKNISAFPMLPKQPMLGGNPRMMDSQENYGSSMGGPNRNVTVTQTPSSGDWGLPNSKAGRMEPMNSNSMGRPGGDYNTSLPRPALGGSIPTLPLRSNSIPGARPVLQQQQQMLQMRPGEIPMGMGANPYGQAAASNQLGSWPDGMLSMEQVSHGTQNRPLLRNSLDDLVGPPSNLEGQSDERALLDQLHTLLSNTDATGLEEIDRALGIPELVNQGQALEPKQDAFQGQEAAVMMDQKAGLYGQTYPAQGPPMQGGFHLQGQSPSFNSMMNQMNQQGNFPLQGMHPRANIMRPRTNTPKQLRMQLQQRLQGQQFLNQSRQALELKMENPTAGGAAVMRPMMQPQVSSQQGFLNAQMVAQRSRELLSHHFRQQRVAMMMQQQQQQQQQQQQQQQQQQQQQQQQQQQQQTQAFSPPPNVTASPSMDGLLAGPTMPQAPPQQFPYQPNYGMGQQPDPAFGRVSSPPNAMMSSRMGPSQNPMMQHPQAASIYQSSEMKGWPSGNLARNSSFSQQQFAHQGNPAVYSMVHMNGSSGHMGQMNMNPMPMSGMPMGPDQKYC
C8 TRAIL sens: sensitizes caspase-8 expressing cells to TRAIL; NB7+C8 cells + TRAIL, ATPlite viability luminescence; inhibition (viability loss, TRAIL sensitization), % at 10 µM; hit rate 1% among 360,000; AID 624354;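 active = compounds causing at least 50% loss of cell viability in the single-dose screen, relative to plate controls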
NR2F2 inh: inhibitors of human COUP-TFII (NR2F2). P24468. HEK293T NGFI-A luciferase reporter, luminescence. inhibition, % at 8.6 µM. hit rate 0.7% among 370,000. AID 686940;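 active = inhibition above a per-plate cutoff, mean inhibition of test wells between control levels plus 3 SD, cut at about 38% in these data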;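 also: cells cotransfected with COUP-TFII expression vector driving the NGFI-A reporter; 0% = median of COUP-TF2 test wells and 100% = reporter-only cells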
KKLEB cytotox: counter-screen for CF NF-kB inhibitors: cytotoxicity. KKLEB CF airway cells viability, ATPlite luminescence, overnight; stronger effect = lower value; cells stimulated with P. aeruginosa culture filtrate. activity change (cytotoxicity), % at 5 µM. hit rate 0.36% among 360,000;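 active = corrected activity change at or below -50% at 5 µM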
TWEAK Fn14 block: TWEAK-Fn14 signaling inhibition; TWEAK-stimulated Fn14 reporter cells, luciferase luminescence, 8 h; inhibition, % at 10 µM; hit rate 2% among 360,000; in the data active = inhibition above about 50%
SRC1 inh: inhibits human SRC1 coactivator | Q15788 | HEK293 GAL4-SRC1 luciferase reporter, luminescence | inhibition, % at 3.6 µM | hit rate 0.12% among 360,000 | AID 588354;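 active = inhibition above the campaign mean plus 3 SD, with each screening campaign given its own cutoff, cut at about 60% in these data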;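 also: 0% = DMSO treated cells and 100% = gossypol at 36 µM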
TROY NFkB inh: inhibitors of TROY-dependent NF-kB signaling; Q293 LMP1-TROYcd NF-kB luciferase reporter, 4 h; inhibition, % at 10 µM; AID 1347056; hit rate 0.98% among 360,000;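 active = compounds whose plate-normalised and pattern-corrected inhibition of the luciferase reporter signal at the single screening dose is 50% or more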
Numbers without * were called inactive; / = no result given.

Each structure is followed by: EBV LMP1 NFkB	CF NFkB block	SRC2 inh	LRH-1 inv ag	SRC3 inh	C8 TRAIL sens	NR2F2 inh	KKLEB cytotox	TWEAK Fn14 block	SRC1 inh	TROY NFkB inh
- COc1ccc(COC(=O)CCNC(=O)c2ccc(Cl)cc2)cc1
→ 0	5	-6	29	13	-9	13	-14	6	3	3
- Cc1ccc(S(=O)(=O)N(C)CC(=O)Nc2ncccc2C)cc1
→ 4	2	-17	13	6	7	-8	10	-1	7	-6
- CCCCCCCn1c(=O)c(C(=O)OC)c(N)c2ccccc21
→ 14	8	21	21	9	16	-4	-1	51*	-37	39
- CC(CNC(=O)Cn1ccc(NC(=O)OCc2ccccc2)nc1=O)c1ccccc1 (stereo not drawn)
→ -3	-2	2	-3	-15	10	4	-16	5	-10	10
- COc1ccc2c(c1)CCc1c(C(=O)Nc3cc(C)n(Cc4ccc(Cl)cc4)n3)noc1-2
→ -40	4	3	-3	9	31	8	-24	-52	10	13
- COc1ccc(/C=N/Nc2cc(N3CCOCC3)ncn2)c(OC)c1
→ 0	6	-12	-2	-16	4	-10	-9	-34	-14	-11
- O=[N+]([O-])c1cc(S(=O)(=O)N2CCOCC2)ccc1NS(=O)(=O)c1ccccc1
→ -8	14	-32	14	10	-1	-5	10	-14	-8	6
- O=C(NCC1CCCO1)c1ccccc1NS(=O)(=O)c1cccc([N+](=O)[O-])c1 (stereo not drawn)
→ 2	12	2	-3	13	-4	-15	4	-7	-14	4
- COc1ccc(/C=N/NC(=O)CN2CCCC2)cc1
→ 0	0	-11	-10	-26	-8	16	-18	5	-11	17
- CCOC(=O)C1(CCOc2ccccc2)CCN(Cc2cnc(C)s2)CC1
→ 3	21	12	-8	-2	2	23	-11	13	-4	5
- CCOC(=O)c1ccc(N/C=C/C(=O)c2ccc(OC)cc2)cc1
→ 0	-11	-6	-42	15	-1	-21	12	-6	-21	-26
- CCC1Sc2ccc(S(=O)(=O)CCC(=O)NCc3cccs3)cc2NC1=O (stereo not drawn)
→ -2	21	5	5	12	13	7	-10	6	13	18
- COc1cc(C2NC(=O)CS2)cc(OC)c1OC (stereo not drawn)
→ 4	2	11	-6	5	4	12	1	21	2	-22
- O=C(CCN1CCCO1)N1CCCC(Nc2cccc(F)c2)C1 (stereo not drawn)
→ -8	-7	2	-6	-19	1	4	7	-2	5	-10
- COc1cc(O)oc1C=Nc1ccc(Cl)cc1
→ -19	-10	-4	8	5	-20	-11	-2	3	11	-27
- COCc1cc(=O)[nH]c(/N=C(\N)Nc2cccc(Cl)c2)n1
→ 5	-4	-5	18	-17	-10	10	-3	-12	8	6
- Cc1cc(=O)oc2cc(OCC(=O)NC3CCCC3)ccc12
→ -4	-1	36	16	3	15	-8	8	12	-8	-10
- CCCNC(=O)C1(C)CCCN(C(=O)c2cccc(C(F)(F)F)c2)C1 (stereo not drawn)
→ /	3	0	-12	4	2	8	-4	7	-3	-3
- Cc1cc(NC(=O)c2cc(CC(C)C)on2)n(-c2ccccc2)n1
→ -3	14	0	-21	-7	-6	1	-1	-5	-8	5
- Clc1ccsc1-c1ccc2ccccc2n1
→ -31	-19	-41	-58	-35	-9	-16	1	-19	-79	-26
- Cc1cc(C)cc(OCC(=O)OCC(=O)N(CC(C)C)c2c(N)n(Cc3ccccc3)c(=O)[nH]c2=O)c1
→ -7	-1	-19	-5	-8	8	-12	21	5	3	-1
- OCCCNC(=S)Nc1ccc(Oc2ccccc2)cc1
→ 4	-8	-20	3	11	-5	-16	11	0	-33	-18
- Cc1cccc(-c2c3c(=O)n(C)c(=O)n(C)c3cn2CCO)c1
→ -10	2	-10	20	-2	-3	8	12	46	-14	/
- O=C(NCCC(=O)N1O[C@@H]2C=C[C@H]1C2)OCC1c2ccccc2-c2ccccc21
→ 4	0	7	14	0	-2	-4	9	-19	-2	-7
- COCC(=O)NC1CCN(CC(=O)Nc2ccccc2[N+](=O)[O-])CC1
→ -5	8	9	13	-3	-3	15	2	-23	-70	8
- O=c1c2ccccc2nnn1CCN1CCOCC1
→ -2	3	0	-10	4	4	9	0	3	2	-7
- Cc1ccc(S(=O)(=O)Nc2ccc3c(c2)nc(CN2CCCC2)n3C)cc1
→ 2	-5	-20	13	10	0	19	-2	3	-1	3
- CSc1cccc(NC(=O)Nc2nc3c(C)cccc3s2)c1
→ -10	3	-5	-27	-25	5	6	-3	-13	-2	-2
- CCc1nc(N2CCC(C)CC2)c2oc3ccccc3c2n1
→ 10	13	21	6	-14	-10	-4	-13	-7	-9	12
- O=C(Nc1ccc(-c2nc3ccccc3c(=O)o2)cc1)c1ccco1
→ -3	7	-13	-11	4	-3	8	3	-4	-5	20
- Cc1ccccc1C(=O)NC1CCN(CC(=O)Nc2nccs2)CC1
→ -6	-2	-6	6	5	8	-23	3	1	5	9
- O=C(CN1C(=O)c2ccccc2S1(=O)=O)NCc1c(F)cccc1F
→ 2	3	2	0	-3	-22	-5	8	-9	4	-71
- COc1cccc(/C=N/NC(=O)CCc2ccccc2)c1
→ 7	-4	12	-2	17	-16	-5	14	-4	8	6
- O=C1CC(c2ccccc2)CC(O)=C1C=Nc1ccc(O)cc1 (stereo not drawn)
→ 5	3	2	-4	4	-6	14	-7	14	-35	3
- Cc1ccc(S(=O)(=O)N2CCN(C(=O)c3ccccc3)CC2)cc1
→ -7	-11	2	-6	-39	9	-5	4	8	-66	20
- COc1cc(/C=N/NC(=O)CCn2cnc(-c3ccccc3)c2-c2ccccc2)ccc1O
→ 15	-8	5	23	5	-7	0	4	29	1	5
- CC(=O)C1=C(C)NC(SCC(=O)c2ccc(F)cc2)=C(C#N)C1CC(C)C (stereo not drawn)
→ 3	-18	-28	0	-5	1	-1	7	-21	-19	-32
- CCOC(=O)C(Cc1c[nH]c2ccc([N+](=O)[O-])cc12)(NC(C)=O)C(=O)OCC
→ -8	-1	14	1	-15	-5	-18	-1	0	7	6
- Cc1ncc([N+](=O)[O-])n1CCOC(=O)Nc1ccc([N+](=O)[O-])cc1
→ -4	-9	0	-8	-1	-1	-4	-12	-31	0	-2
- COc1cc2oc(=O)cc(CN3CCN(C(C)=O)CC3)c2cc1Cl
→ /	-15	3	5	3	-15	19	-16	-6	17	4
- Cc1ccnc(NC(=O)c2ccccc2NC(=O)c2ccccc2)c1
→ 0	5	-8	10	2	31	-19	0	9	5	15
- O=[N+]([O-])c1nn(-c2ccc3c(c2)OCCO3)n(O)c1=NCCC1=CCCCC1
→ -36	-8	-62	-46	-23	3	-26	26	13	-35	-2
- COc1ccc(/C=N/Nc2c(Cl)cc(Cl)cc2Cl)cc1CN1CCOCC1
→ 5	3	-4	0	4	10	1	4	-23	8	-7
- CC(=O)NC(c1ccccc1)c1nc(-c2cccc(C(=O)O)c2)cs1 (stereo not drawn)
→ /	-1	-13	-44	-62	-12	-5	2	-13	-39	-74
- COc1ccc(-c2noc(CSc3nc4ccccc4c(=O)n3-c3ccc(C)cc3)n2)cc1
→ 3	-30	-8	-2	-22	18	14	23	10	-20	-16
- CC1CCCC(NC(=O)CN2C(=O)c3cccnc3Oc3ccc(Cl)cc32)C1C (stereo not drawn)
→ -10	-28	-17	5	12	3	2	4	-14	-4	-8
- COc1ccc(CN2CCN(Cc3cccc(F)c3)CC2)cc1OC
→ 6	16	1	16	-5	4	3	-8	-12	15	-17
- O=C(Nc1ccc(N2CCN(C(=O)c3ccco3)CC2)c(Cl)c1)c1cc2ccccc2o1
→ 27	2	45	14	32	61*	63*	-4	97*	36	72*
- CC(C)CN(CC(C)C)S(=O)(=O)N1CCC(C(=O)NC2CCCCCCC2)CC1
→ -16	-3	-5	12	10	9	-2	-15	16	12	-12
- CC(C)N(O)C(=O)NC(C)(C)C
→ -7	3	-6	-1	-7	-20	-20	2	7	-29	-5
- Cc1c(Cl)cccc1NC(=O)CCN1C(=O)NC(C)(C)C1=O
→ 0	-7	-3	-18	7	-29	-12	-3	5	-19	4
- COc1ccc(S(=O)(=O)N2CCN(C)CC2)cc1Br
→ -2	13	-13	-18	1	10	-13	-3	-13	11	-10
- CCC1(C)CC(=O)N(c2ccc(F)c(Cl)c2)C(=O)C1
→ 5	-10	16	-2	-3	-11	3	12	9	6	7
- CC1=C(C(=O)OCC2CCCO2)C(c2ccc(O)cc2)NC(=O)N1 (stereo not drawn)
→ -15	-7	0	5	13	4	2	3	3	7	4
- COc1ccc(N(CC(=O)Nc2ccccc2OC)S(=O)(=O)c2ccc(OC)c(OC)c2)cc1
→ 13	10	2	26	-5	11	15	-2	-8	1	13
- CS(=O)(=O)N1CCC(c2noc(-c3ccc(C(F)(F)F)cc3)n2)CC1
→ 20	4	-19	-3	-2	13	-1	-4	9	8	-5
- CCOc1ccc2nc(SCC(=O)N(C)C)[nH]c2c1
→ -11	5	-44	-74	-59	2	-30	-6	-1	-48	-44
- CCc1ccc(OCC(=O)NNC(=O)Cc2ccc(S(=O)(=O)N3CCOCC3)s2)cc1
→ -4	18	10	-7	3	33	-9	-4	-4	2	-15
- O=S(=O)(c1ccc(Oc2ccc(-c3nnco3)cc2)nc1)N1CCC(Cc2ccccc2)CC1
→ -17	-1	-6	-1	17	-3	11	9	-8	-11	21
- CCCS(=O)(=O)N1CCC(C(=O)NCCCN2CCCC2=O)CC1
→ -2	-7	-8	-3	20	-5	8	-3	18	0	0

Next results
Each structure is followed by: EBV LMP1 NFkB	CF NFkB block	SRC2 inh	LRH-1 inv ag	SRC3 inh	C8 TRAIL sens	NR2F2 inh	KKLEB cytotox	TWEAK Fn14 block	SRC1 inh	TROY NFkB inh
- O=C(Nc1ccc(N2CCN(c3ccc(O)cc3)CC2)cc1)Oc1ccccc1
→ -13	-4	9	-13	13	38	-15	-6	18	-12	20
- CC1CCCCC12NC(=O)N(CC(=O)Nc1sccc1C(N)=O)C2=O (stereo not drawn)
→ -8	6	13	-14	-6	-1	-15	7	3	0	-14
- O=C(O)CCC(=O)NNC(=O)c1cccs1
→ -7	4	7	-1	17	-23	4	4	0	6	0
- Cc1nnc(SCC(=O)NCc2ccc(F)cc2)[nH]c1=O
→ -1	0	-29	-25	11	-12	33	4	6	1	-9
- CCOc1ccc(NC(=O)CN(C)c2ccc(S(=O)(=O)N(C(C)C)C(C)C)cn2)cc1OCC
→ 11	6	-12	9	14	1	-6	-1	2	9	-3
- O=C(Nc1ccc([N+](=O)[O-])cc1)N1CCN(C(=O)C2CCCO2)CC1 (stereo not drawn)
→ 11	12	-9	22	17	-1	18	-1	-5	-34	-4
- Oc1ccc(/C=C/c2ccc3cccc(O)c3n2)cc1Br
→ 11	-25	-40	-36	-21	22	-21	0	9	-43	-46
- O=C(NN1CCOCC1)c1ccc(F)cc1
→ -5	9	-5	-5	-5	-7	0	-12	-2	-21	9
- Cc1cccc2c1OCC/C2=N\NC(=O)COc1ccccc1
→ -40	8	-46	-9	-51	-11	-14	5	-13	-42	4
- CC(C)(C)C(=O)[C@H]1[C@H](c2ccccc2)[C@@]2(N=C(c3ccccc3)OC2=O)C2c3ccccc3C=NN21 (stereo partly drawn)
→ -9	1	-37	-16	-33	-12	-2	4	8	-15	-16
